Compound activity as filed in PubChem BioAssay.
TRHR ag: TRH receptor (human) agonism. TRHR cells, calcium flux fluo-8, FDSS agonist mode. activation, % at 2 µM. 360,000 compounds, 0.18% hits; in the data active = activation above about 30%; note: 0% is about no effect
Target sequence (P34981 whole entry, looked up): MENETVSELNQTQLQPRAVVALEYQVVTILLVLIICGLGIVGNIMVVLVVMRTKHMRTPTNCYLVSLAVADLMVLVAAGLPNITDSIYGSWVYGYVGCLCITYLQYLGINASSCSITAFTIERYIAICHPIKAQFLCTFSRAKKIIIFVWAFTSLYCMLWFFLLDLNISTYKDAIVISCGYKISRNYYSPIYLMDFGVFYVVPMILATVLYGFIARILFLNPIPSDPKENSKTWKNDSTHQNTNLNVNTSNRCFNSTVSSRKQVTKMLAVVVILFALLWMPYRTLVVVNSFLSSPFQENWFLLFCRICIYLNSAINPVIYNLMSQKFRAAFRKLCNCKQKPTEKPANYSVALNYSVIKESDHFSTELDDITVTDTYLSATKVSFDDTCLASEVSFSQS
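Agonist-mode FDSS calcium read (Ex 480/Em 530, 1 s cycles) in 1536-well TRHR cells with fluo-8 dye, after 10-cycle baseline and 23 nL compound addition; TRH at EC20 (10 nM final) added afterwards for the enhancer phase.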
IDH1 R132H inh: inhibitors of human mutant IDH1 R132H; AID 602179; Potency, µM (top dose mostly 76.6 µM), without a hit: at the top dose activity change, negative = inhibition, hits mostly inhibitors; 390,000 compounds, 0.093% hits; IDH1-R132H enzyme, NADPH consumption, diaphorase/resazurin fluorescence; note: potency is the fitted concentration of half-maximal effect; % is set by controls: 0 for no effect and ±100 for the full control effect; nearly all actives have a fitted effect of over 65% in size
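IDH1-R132H (0.5 ug/mL dispensed) in pH 7.5 Tris buffer was preincubated 30 min with compound, then given a substrate mix of 0.016 mM NADPH and 2 mM alpha-KG for 80 min at room temperature; remaining NADPH was read by diaphorase/resazurin fluorescence.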
Pin1 inh: inhibitors of human Pin1; Q13526; Pin1 FP peptide displacement, HiFluor488, 10 min; Potency, µM (doses to about 115 µM), inactives show top-dose activity, negative = inhibition, usual class: inhibitors; 390,000 compounds, 0.009% hits; active = well fitted inhibition curve with a large enough effect in the polarisation, with a control signal flat, not every such curve was filed as active; inconclusive = small, poorly fitted or top-dose-only effect, or effect the other way, or a change in a side signal; inactive = no such curve, though single readings can be large or run the other way; the % refers to the polarisation; note: potency is the fitted concentration of half-maximal effect; % is set by controls: 0 for no effect and ±100 for the full control effect
Target sequence (Q13526 whole entry, looked up): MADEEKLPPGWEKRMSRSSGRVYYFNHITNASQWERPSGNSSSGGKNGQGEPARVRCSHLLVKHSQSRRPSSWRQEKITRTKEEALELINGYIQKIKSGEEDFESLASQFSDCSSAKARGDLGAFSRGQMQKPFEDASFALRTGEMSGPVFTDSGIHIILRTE
TRHR enhancer: allosteric enhancers of human TRH receptor. 360,000 compounds, 0.66% hits. enhancement, % at 2 µM. P34981. TRHR cells, fluo-8 calcium fluorescence, EC20 TRH enhancement; in the data active = enhancement above about 30%; note: 0% is about no effect
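Enhancer read-out: after compound pinning and an initial kinetic agonist-mode read, an EC20 of TRH (10 nM final) was injected and fluo-8 calcium signal (Ex 480/Em 530) followed at 1 s/cycle for 100 cycles in TRHR-expressing cells.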
D2 antagonist: antagonists of human D2 dopamine receptor. P14416. HEK293 TREx D2 cells, calcium flux, dopamine EC80. inhibition, % at 10 µM. 340,000 compounds, 2% hits; in the data active = inhibition above about 30%; note: 0% is about no effect
Target sequence (P14416 whole entry, looked up): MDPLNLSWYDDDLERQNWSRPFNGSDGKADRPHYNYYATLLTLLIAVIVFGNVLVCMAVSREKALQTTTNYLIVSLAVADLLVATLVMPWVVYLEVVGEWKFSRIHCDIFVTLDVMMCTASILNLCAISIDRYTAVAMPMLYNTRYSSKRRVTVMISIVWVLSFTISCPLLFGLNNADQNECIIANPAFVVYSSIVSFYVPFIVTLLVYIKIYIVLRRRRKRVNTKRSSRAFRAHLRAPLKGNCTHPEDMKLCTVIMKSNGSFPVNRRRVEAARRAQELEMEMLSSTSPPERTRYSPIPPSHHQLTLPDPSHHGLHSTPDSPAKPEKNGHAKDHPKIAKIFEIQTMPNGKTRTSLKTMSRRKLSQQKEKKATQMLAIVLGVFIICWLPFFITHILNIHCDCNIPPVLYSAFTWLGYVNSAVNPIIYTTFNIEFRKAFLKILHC
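Measurement of antagonist activity uses fluorescent calcium dye in inducible HEK293 T-REx D2 cells: 10 s baseline, compound addition with 180 s read, EC80 dopamine addition with a further 180 s read.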
USP1-UAF1 inh: USP1/UAF1 (human) deubiquitinase inhibition. recombinant USP1/UAF1, Ub-Rhodamine cleavage fluorescence. 390,000 compounds, 0.23% hits. O94782. AID 743255. Potency, µM (series often up to 57.1 µM), for inactives: at the top dose activity change, negative = inhibition, hits mostly inhibitors; note: potency is the fitted concentration of half-maximal effect; % is set by controls: 0 for no effect and ±100 for the full control effect; nearly all actives have a fitted effect of over 60% in size; inactives centre near -12
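Step one: compound is pinned into 1nM USP1/UAF1 in HEPES pH 7.8 buffer with TCEP. Step two: 15 min room-temperature incubation. Step three: Ub-Rho (150nM final) starts cleavage, tracked by fluorescence over six one-minute reads.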
TrxR1 inh: rat TrxR1 inhibition. recombinant rTrxR1, NADPH fluorescence consumption, selenite substrate. 390,000 compounds, 1% hits. Potency, µM (doses to about 114 µM), for the others: at the highest dose activity change, negative = inhibition, actives largely listed as inhibitors. AID 588453; note: potency is the fitted concentration of half-maximal effect; % is set by controls: 0 for no effect and ±100 for the full control effect; nearly all actives have a fitted effect of over 65% in size
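Rat TrxR1 (90 nM in the dispensed reagent) was pre-reduced with 400 uM NADPH for 5 min at room temperature, then incubated with compound for 15 min. After 400 uM selenite was added, NADPH fluorescence (Ex 340/Em 450 nm) was followed for 8 min.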
TrxR1 substrate: rat thioredoxin reductase 1 substrate activity; O89049; purified TrxR1 substrate turnover, NADPH consumption readout; Potency, µM (titrated, usually from 114 µM), for the others: at the highest dose activity change, negative = substrate turnover; 390,000 compounds, 0.01% hits; AID 588456; note: potency is the fitted concentration of half-maximal effect; % is set by controls: 0 for no effect and ±100 for the full control effect; nearly all actives have a fitted effect of over 50% in size
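Rat TrxR1, dispensed at 90 nM, was prereduced with 400 uM NADPH (final) for 5 min at ~22 deg C, then incubated with compound 15 min before 400 uM selenite. A first-read NADPH fluorescence drop versus no-compound background flagged substrates.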
D2 ag: agonists of human D2 dopamine receptor | P14416 | HEK293 T-REx D2 cells, calcium flux agonist mode | activation, % at 2 µM | 340,000 compounds, 0.53% hits;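 active = activation over 3 SD above normal in the single-dose calcium agonist read, cut at about 30% in these data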; note: 0% is about no effect
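In this primary screen, compounds producing a positive calcium signal within 180 s of addition to tetracycline-induced, force-coupled HEK293 Trex D2 cells are flagged; cells are dye-loaded with a no-wash calcium kit beforehand.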
An asterisk follows results filed as active; ? = inconclusive; . = no result given; [ ] = dose if it differs, or a comment. Unless noted, calls come from the whole dose curve; as a rule, active = well fitted inhibition curve with a large enough effect; inconclusive = small, poorly fitted or top-dose-only effect; inactive = no such curve, though single readings can be large or run the other way. This is a subset. The share of hits here may be higher or lower than overall.

SMILES | TRHR ag | IDH1 R132H inh | Pin1 inh | TRHR enhancer | D2 antagonist | USP1-UAF1 inh | TrxR1 inh | TrxR1 substrate | D2 ag
O=C(NCC1CCCN(Cc2cccc(F)c2)C1)c1cccc2ccccc12 (stereo not given) | -0.7 | -8% | 1% | -4 | -8 | -10% | 22% | 6% | -3.1
Cc1ccccc1NC(=O)c1ccccn1 | 0.2 | 1% | -4% | -3 | -22 | -17% | -17% | -8% | -0.2
O=C(O)c1ccccc1C(=O)c1ccc(N2CCCC2)c([N+](=O)[O-])c1 | -0.2 | 1% | -4% | 0 | -21 | -19% | 13%[57.1 µM] | 4%[57.1 µM] | -0.2
O=C(NCc1nnc(SCC(=O)N2CCc3ccccc32)o1)c1cccs1 | 0.5 | -7% | -1% | -3 | -3 | 4% | 4%[57.1 µM] | 2%[57.1 µM] | -0.8
FC(F)Oc1ccc(NC(=S)NC2CCCCCCC2)cc1 | 1.5 | 5% | ? | -12 | 33* | -6% | -2% | -4% | 2.4
N/C(=N\OC(=O)c1ccccc1)c1ccn[nH]1 | 0.2 | 5% | -12% | -3 | 12 | -12% | 16% | 3% | 0.1
CCCNCC(=O)Nc1cccc(S(=O)(=O)NC2=NCCCCC2)c1 | . | 0% | -3% | . | . | -10% | 11%[57.1 µM] | 7%[57.1 µM] | .
O=C(CC(NCCc1ccccc1)C(=O)O)Nc1ccc(O)cc1 (stereo not given) | 0.5 | . | . | -3 | 4 | . | . | . | 0.8
O=C1N(Cc2cccc(Cl)c2)C[C@@H]2C[C@@H](c3ccco3)N3CCC[C@@]123 | -1.3 | 1% | 12% | 1 | . | -27% | -15% | 4% | .
Cc1nnsc1C(=O)NNS(=O)(=O)c1ccccc1 | 0.3 | 11% | -13% | -3 | -6 | -3% | -3% | -6% | -1.1
O=c1[nH]nc(-c2ccc([N+](=O)[O-])o2)c(=O)[nH]1 | . | -8% | -8% | . | . | -15% | 13µM* | -5% | .
COc1cc(NC(=O)c2cc(OC)c(OC)c(OC)c2)cc(-n2cnnn2)c1 | -0.6 | 4% | 7% | -5 | -5 | -10% | 15%[0.457 µM] | -1% | 0.3
O=C(NC1CCCCC1)C(c1ccncc1)N(C(=O)Cc1cccs1)c1ccccc1 (stereo not given) | -0.2 | -14% | 4% | 3 | 19 | -5% | 18%[57.1 µM] | -8% | -0.6
O=C(/C=C/c1ccco1)OCC(=O)c1ccc(OC(F)F)cc1 | 0.5 | 4% | 2% | -4 | -3 | -16% | ? | -4% | -0.7
Clc1ccccc1CNc1nc2ccccc2c2nc(-c3cccnc3)nn12 | 0.0 | -10% | 7% | 2 | . | 2% | 15% | -5% | 0.0
CCOCCCNC(=O)C1CCN(S(=O)(=O)c2ccc(C)cc2)CC1 | -0.1 | 2% | 1% | 0 | -32 | -6% | 3% | 10% | 0.3
Cn1nc(C(=O)NCCc2ccc(Cl)cc2)c2c1-c1ccccc1SC2 | 0.0 | -8% | 0% | -2 | . | -12% | 20% | 3% | 0.5
O=C(NC(Cc1ccccc1)C(=O)O)c1ccco1 (stereo not given) | 1.3 | 6% | -10% | 4 | -11 | -1% | 15%[57.1 µM] | -18%[57.1 µM] | 1.0
N#CCCn1cc(C(=O)N2CCOCC2)c(-c2ccc3c(c2)OCCO3)n1 | 0.0 | 6% | 0% | 23 | 1 | -12% | 13% | 4% | 0.2
CN(C)CCNC(=O)Cc1ncc(C(F)(F)F)cc1Cl | 0.1 | 1% | 31%[activator] | 0 | 7 | -22% | 13%[57.1 µM] | 5%[57.1 µM] | 0.5
COc1ccc(N2CCN(C(=O)c3cc4c(-c5ccc(Cl)cc5)nn(C)c4s3)CC2)cc1 | 0.1 | 1% | 14% | 2 | 18 | -11% | 15% | 3% | -0.3
O=C(c1ccccc1)c1nn(-c2cccc(Cl)c2)c2nc(-c3ccccc3)cc(=O)n12 | -1.9 | 1% | -5% | 6 | 10 | -3% | -10% | -11% | 0.6
COc1ccc(CCN(CC(=O)NCc2ccc(F)cc2)C(=O)c2snc(C(N)=O)c2N)cc1OC | -0.4 | -9% | -3% | -2 | 14 | ? | 11% | 3% | 6.7
CCN1CCN(S(=O)(=O)c2ccc(Cl)c(C(=O)N(C)Cc3ccc(C(C)(C)C)cc3)c2)CC1 | . | 10% | 0% | . | . | -11% | 10% | 0% | .
CC(C)C(=O)Nc1cccc(C(=O)NCc2ccc3c(c2)OCO3)c1 | 0.1 | -1% | -4% | 9 | -17 | 3% | -2% | -11% | 0.1
COc1ccc(/C=C2\SC(=S)N(c3cccnc3)C2=O)cc1 | 0.1 | -10% | ? | -12 | 1 | -23% | 6% | -4% | 0.8
CCOc1ccc(NC(=O)COC(=O)c2cc(=O)c3ccccc3o2)cc1 | 0.3 | 16% | 5% | -4 | 27 | -14% | 13% | -6% | 0.1
O=C(CCn1nnc2ccccc2c1=O)N[C@@H](Cc1ccccc1)C(=O)O | -0.6 | 2% | -7% | 0 | 1 | -19% | 6% | 4% | 2.0
CC1CC(C)CN(CC(O)COC2CC(C)CC(C)(C)C2)C1 (stereo not given) | . | 7% | -3% | . | . | -22% | 10% | 2% | .
Cc1c(Cl)ccc2c1NC(=O)[C@]21[C@@H]2C(=O)N(Cc3ccccc3)C(=O)[C@@H]2[C@@H]2CCCN21 | -0.3 | 0% | 23% | 9 | -5 | -6% | 8%[57.1 µM] | -13% | 0.9
CCOc1ccc(-c2cc(C(=O)NCc3ccc(C)cc3)c3ccccc3n2)cc1 | -0.1 | -7% | -2% | -4 | . | 10% | 9%[57.1 µM] | 17%[57.1 µM] | -0.3
CCOc1ccccc1NC(=O)CSc1nnc(-c2ccco2)n1Cc1ccco1 | -1.7 | 4% | 7% | -1 | 6 | -14% | -12% | 0% | 0.0
CC1CC(C)CN(c2ccc([N+](=O)[O-])cc2-c2nn[nH]n2)C1 (stereo not given) | 0.2 | 2% | 10% | 6 | -10 | 1% | -21% | -19% | -0.2
CCCCn1cc(S(=O)(=O)c2ccccc2)c(=O)c2cc(F)c(N3CCN(CCC)CC3)cc21 | -0.1 | 8% | -2% | 5 | . | -10% | -5% | 24% | -0.4
CC(C)CCNC(=O)CCS(=O)(=O)c1cccc2nonc12 | 0.1 | 2% | 0% | -1 | 12 | -9% | 56µM* | -3% | 0.3
O=C(c1cccc([N+](=O)[O-])c1)c1ccc2[nH]c(=O)[nH]c2c1 | -0.5 | -7% | -5% | 1 | 12 | -26% | 7% | -1% | 1.1
C[C@@H](OC(=O)c1[nH]cnc1C(=O)N1CCN(C(=O)OC(C)(C)C)CC1)c1ccccc1 | . | -9% | -1% | . | . | -21% | 26% | 4% | .
CN(C)c1nc(N)nc(-c2cccnc2)n1 | 0.7 | 3% | -4% | 5 | -3 | -6% | 7%[57.1 µM] | 5%[57.1 µM] | -0.6
O=C(O)CCC(=O)N1CCc2cc(S(=O)(=O)NC3CCCc4ccccc43)ccc21 (stereo not given) | -0.4 | -4% | -10% | 4 | 11 | -5% | 19% | 4% | -0.3
Cc1ccc(CNC(=O)C(=O)NCC2CCCN2S(=O)(=O)c2cc(C)ccc2C)cc1 (stereo not given) | 0.9 | 6% | 4% | 2 | -3 | -24% | 12%[57.1 µM] | 3%[57.1 µM] | -0.2

Reformatted: entries from further up.
compound	TRHR ag	IDH1 R132H inh	Pin1 inh	TRHR enhancer	D2 antagonist	USP1-UAF1 inh	TrxR1 inh	TrxR1 substrate	D2 ag
CN(C)c1nc(N)nc(-c2cccnc2)n1	0.7	3%	-4%	5	-3	-6%	7%[57.1 µM]	5%[57.1 µM]	-0.6
Cc1ccc(CNC(=O)C(=O)NCC2CCCN2S(=O)(=O)c2cc(C)ccc2C)cc1 (stereo not given)	0.9	6%	4%	2	-3	-24%	12%[57.1 µM]	3%[57.1 µM]	-0.2
O=C(O)CCC(=O)N1CCc2cc(S(=O)(=O)NC3CCCc4ccccc43)ccc21 (stereo not given)	-0.4	-4%	-10%	4	11	-5%	19%	4%	-0.3

Other records
SMILES | TRHR ag | IDH1 R132H inh | Pin1 inh | TRHR enhancer | D2 antagonist | USP1-UAF1 inh | TrxR1 inh | TrxR1 substrate | D2 ag
COc1ccccc1NC(=O)COC(=O)Cc1cccs1 | -0.7 | 7% | 7% | 0 | 0 | -16% | 21%[57.1 µM] | 7%[57.1 µM] | -0.4
O=C1c2ccc([N+](=O)[O-])cc2C(=O)N1c1ccc(Cl)cn1 | 0.9 | 3% | -3% | -7 | 11 | -11% | 30% | 4% | 1.0
CCN(CC)CCCNC(=S)N(Cc1cccnc1)Cc1cc2cc(C)ccc2[nH]c1=O | -1.4 | 7% | 0% | 5 | . | -3% | 12% | 1% | .
Cc1ccc(-n2nc3c(c2NC(=O)c2cccs2)CS(=O)(=O)C3)c(C)c1 | -0.3 | -4% | 1% | 11 | -5 | -12% | -7% | -4% | -0.1
OCC1(Cc2cccc(Cl)c2)CCCN(Cc2ccc3cc(F)ccc3n2)C1 (stereo not given) | 0.1 | 10% | 25% | -14 | -5 | ? | ? | -5% | 0.5
Cc1ccc(Cl)cc1C1=CC(=O)C[C@H](c2ccc(F)cc2)C1 | 0.5 | -2% | -2% | -1 | -1 | -25% | 11% | -2% | -2.2
COc1ccc2oc(C(=O)Nc3nccs3)c(C)c2c1 | -0.9 | -5% | 2% | 13 | 2 | -19% | 3%[57.1 µM] | 3%[57.1 µM] | 1.1
COc1ccc(CNC(=O)c2ccc3nc(C(C)C)oc3c2)cc1OC | 0.7 | -7% | -2% | 4 | . | ? | 18%[57.1 µM] | 1%[57.1 µM] | 1.1
CC(C)CCN1CCN=C1Nc1ccccc1 | -0.7 | 13% | -9% | -8 | -14 | -17% | 10%[57.1 µM] | 1% | -0.8
CCCCCCCNC(=O)C1(CC2CC(c3ccc(Cl)cc3)=NO2)CCN(C(=O)C2(C)CC2)CC1 (stereo not given) | 0.0 | -3% | 0% | 5 | 2 | -17% | -2%[57.1 µM] | 1%[57.1 µM] | -0.2
